DAX1 inh-1 – blocks DAX1 repression of SF-1 activated StAR promoter | HEK293T StAR-luciferase reporter, SF-1/DAX-1 repression relief | hit rate 1.1% among 370,000 | inhibition, % at 6.8 µM | AID 652010;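 active = inhibition above the mean over all tested compounds plus 3 SD, cut at about 3.6% in these data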;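 note: 0% = DAX-1 cells with DMSO and 100% = cells lacking DAX-1 with DMSO; higher inhibition means more luminescence from relief of DAX-1 repression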
GC-B act – GC-B (human) receptor activation | hit rate 0.11% among 370,000 | HEK293-GC-B cells, CNP EC30, cGMP TR-FRET; 0% at EC30 CNP, 100% saturating CNP | activation, % at 10 µM;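 active = activation at 10 µM reaching about 35% in either raw or pattern-adjusted values, limit read from the data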
Target sequence (P20594 whole entry, looked up): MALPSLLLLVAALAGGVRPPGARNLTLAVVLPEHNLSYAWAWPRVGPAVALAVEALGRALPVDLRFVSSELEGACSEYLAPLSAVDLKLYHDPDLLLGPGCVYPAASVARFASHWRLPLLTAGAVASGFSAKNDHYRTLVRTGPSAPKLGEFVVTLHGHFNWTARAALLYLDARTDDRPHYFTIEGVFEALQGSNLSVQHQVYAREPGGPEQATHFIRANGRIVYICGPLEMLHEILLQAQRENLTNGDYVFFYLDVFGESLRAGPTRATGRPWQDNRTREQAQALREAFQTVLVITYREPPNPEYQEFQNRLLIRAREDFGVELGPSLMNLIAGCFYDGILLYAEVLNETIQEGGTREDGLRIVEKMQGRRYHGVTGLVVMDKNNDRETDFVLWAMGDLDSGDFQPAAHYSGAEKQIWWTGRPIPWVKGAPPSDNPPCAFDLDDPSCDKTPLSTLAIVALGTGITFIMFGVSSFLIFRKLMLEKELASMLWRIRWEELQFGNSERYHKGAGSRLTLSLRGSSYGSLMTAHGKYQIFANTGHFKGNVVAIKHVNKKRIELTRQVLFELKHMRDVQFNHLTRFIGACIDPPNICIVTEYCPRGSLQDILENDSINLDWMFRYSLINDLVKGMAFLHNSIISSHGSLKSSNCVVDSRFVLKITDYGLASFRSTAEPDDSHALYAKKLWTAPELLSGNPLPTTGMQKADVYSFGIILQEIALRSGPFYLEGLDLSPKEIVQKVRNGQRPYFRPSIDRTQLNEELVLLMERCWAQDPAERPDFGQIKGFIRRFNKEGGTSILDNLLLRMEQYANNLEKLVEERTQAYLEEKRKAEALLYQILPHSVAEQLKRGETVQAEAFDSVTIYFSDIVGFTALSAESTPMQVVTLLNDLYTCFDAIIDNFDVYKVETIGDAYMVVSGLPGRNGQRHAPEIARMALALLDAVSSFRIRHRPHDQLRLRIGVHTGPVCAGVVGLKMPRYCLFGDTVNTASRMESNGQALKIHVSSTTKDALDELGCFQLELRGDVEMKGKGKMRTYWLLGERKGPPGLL
proKLK7 act – activates the human kallikrein-7 zymogen; purified proKLK7, EDANS-DABCYL substrate fluorescence; 100% is mature enzyme control, 0% vehicle; activation, % at 7 µM; hit rate 0.9% among 370,000;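 active = activation above the mean of all tested compounds plus 3 SD, computed per campaign excluding outliers beyond control limits, cut at about 13% in these data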
DAX1 inh-2 – NR0B1 (DAX1) inhibition. P51843. HEK293 Gal4-DAX1 luciferase reporter, luminescence. inhibition, % at 6.75 µM. hit rate 0.99% among 340,000. AID 504766;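 active = inhibition above the mean over all tested compounds plus 3 SD, cut at about 4.2% in these data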;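 note: 0% = DAX1-transfected cells with DMSO and 100% = empty-vector control cells with DMSO; inhibition shows as a rise in luminescence from relieved DAX1 repression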
hgDAF-12 ag – activates the H. glycines DAF-12 receptor ligand-binding domain; activation, % at 6.8 µM; AID 687014; hit rate 1.8% among 370,000; HEK293 GAL4-hgDAF12 UAS-luciferase reporter, agonist luminescence; normalized to butyrate control;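 active = activation above a cutoff set at the mean of all screened compounds plus 3 SD, cut at about 10% in these data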;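 note: 0% = DMSO wells and 100% = sodium butyrate wells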
hcDAF12 agonist – H. contortus DAF-12 activation, primary screen. hit rate 1.4% among 370,000. HEK293 hcDAF-12 lit1-tk-luc reporter, luminescence; 0% DMSO, 100% Δ7-dafachronic acid. activation, % at 6.8 µM;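 active = activation above the mean of all tested compounds plus 3 SD, cut at about 5.5% in these data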;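 note: 100% = response to 3 µM Δ7-dafachronic acid high control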
sPLA2-III inh – Inhibits HGIII-sPLA2 liposome hydrolysis, primary screen; Q9NZ20; QFRET BODIPY PC-A2 liposome hydrolysis, fluorescence; inhibition, % at 12.2 µM; hit rate 0.56% among 370,000;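 active = inhibition above mean plus 3 SD of compounds lying within the high and low control bounds, cut at about 19% in these data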;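 note: 0% = median of test compound wells and 100% = no enzyme DMSO wells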
ssDAF12 agonist – activates DAF-12 receptor from parasite S. stercoralis; HEK293 ssDAF-12/GRIP1 lit1-tk-luc reporter, luminescence; % of 3 µM dafachronic acid response; activation, % at 6.8 µM; hit rate 1% among 370,000;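 active = activation above the mean over all tested compounds plus 3 SD, cut at about 0.9% in these data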;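 note: 0% = DMSO-only wells and 100% = 3 µM delta7-dafachronic acid wells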
SMARCA2 activ – activators of SMARCA2 function | MG213 cells, MMTV-luciferase reporter, dexamethasone, overnight | activation, % at 9.1 µM | hit rate 1% among 370,000 | AID 652017; in the data active = activation above about 7.8%;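 note: 0% = vehicle wells and 100% = reference activator wells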
GC-A act – GC-A (human) enzyme activation | P16066 | hit rate 0.14% among 370,000 | activation, % at 10 µM | HEK293 GC-A cells, cGMP TR-FRET, EC30 ANP; 0% at EC30 ANP, 100% saturating ANP | AID 1671463; in the data active = activation above about 40%
FXN GAA850 act – frataxin GAA850 promoter activation | hit rate 0.56% among 360,000 | activation, % at 6 µM | HEK293 lucGAA850 FXN promoter luciferase reporter, 24 h; percent of 10 µM SAHA response;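 active = activation above the average of all compounds screened plus 3 SD, cutoff fixed separately per campaign, cut at about 7.5% in these data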;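 note: 0% = DMSO wells and 100% = 10 µM SAHA wells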
* = called active by the depositor; x = not tested or not shown.

SMILES	DAX1 inh-1	GC-B act	proKLK7 act	DAX1 inh-2	hgDAF-12 ag	hcDAF12 agonist	sPLA2-III inh	ssDAF12 agonist	SMARCA2 activ	GC-A act	FXN GAA850 act
Cc1ccc([C@H]2N[C@]3(CCCN(Cc4ccc(Br)cc4)C3=O)[C@H]3C(=O)N(C)C(=O)[C@@H]23)cc1	-0.3	1	0.6	0.2	2.3	0.1	2	-1.1	2	2	-5.3
COCCN1C(=O)c2ccccc2C(C(=O)NCc2ccco2)C1c1c[nH]c2ccccc12 (configuration not stated)	-0.5	-20	-0.5	0.9	-1.6	1.1	-4	-0.9	0	-28	-2.0
Cc1cc(C)cc(NC(=O)c2sc3nc(C)cc(C)c3c2N)c1	0.7	-1	-36	-0.7	5.8	0.6	-1	-0.8	4	-32	6.1
CCN(Cc1ccc(C#CCCO)cc1)CC1CCCN(CCc2cccc(F)c2)C1 (configuration not stated)	-0.3	-9	0.4	0.0	0.9	0.9	-23	-1.3	-1	-7	-3.8
CCCSc1ccc([C@@H]2[C@@H]3C(=O)N(C)C(=O)[C@@H]3[C@]3(C(=O)OC)CCCCN23)cc1OC	0.0	-5	0.1	-1.5	-0.4	-0.6	-7	-0.9	-1	-1	-0.9
CCc1cc2c(=O)n(CC(=O)NCCc3ccc(OC)c(OC)c3)cnc2s1	-0.3	1	-0.3	-0.8	-0.8	-0.3	7	-1.0	5	6	2.3
CN(C(=O)C1CCC(=O)N(CCc2ccc(Cl)cc2)C1)C1CCOCC1 (configuration not stated)	-0.5	3	0.0	-0.1	-1.9	-2.2	8	-0.8	-2	0	1.3
COc1ccc(-n2nc3c(c2NC(=O)c2cc(Br)ccc2Cl)CS(=O)C3)cc1 (configuration not stated)	-0.7	-7	0.0	-0.4	-3.5	-2.9	-8	-0.6	1	5	-2.8
S=C(N/N=C/c1ccc2ncccc2c1)Nc1cccnc1	-3.9	2	0.6	-2.4	-9.6	-4.7	8	-3.4	-5	-4	-9.3
O=C(NCCCCCCNC(=O)N1CCCCCC1)N1CCCCCC1	-0.4	3	-0.1	0.5	-0.7	-1.5	-3	-1.1	1	7	-0.3
CCc1cc(OCCCCNCc2ccccc2)ccc1Cl	1.1	5	0.5	-0.8	-2.1	-1.8	-10	-1.7	4	-9	1.1
O=C(CSc1nnc(NC2CCCCC2)s1)N1CCOCC1	4.1*	1	-0.4	1.1	4.5	3.2	-3	-1.3	-3	6	2.3
COC(=O)c1ccccc1NC(=O)CSc1nc(C)cc(C)n1	-0.1	1	-0.2	-0.1	-1.6	-0.1	-3	-1.0	-3	-3	-0.1
O=C(NCCO)/C(=C/c1ccc2c(c1)OCO2)NC(=O)c1ccc(Br)cc1	-0.4	-1	-0.1	4.5*	0.5	-1.0	-1	-0.8	1	0	-1.0
CCCCC(=O)OCC(=O)c1[nH]c(C)c(C(=O)OCC)c1C	0.2	5	-0.2	-0.5	-0.9	1.1	0	0.3	-2	1	2.1
Cc1ccccc1S(=O)(=O)Cc1ccc(C(=O)N2CCN(c3ccccc3F)CC2)o1	-0.3	0	-0.5	-0.8	0.5	-0.7	-11	-1.4	-3	-3	0.3
O=c1c(S(=O)(=O)c2ccc(Cl)cc2)cn(Cc2cccc(F)c2)c2ccc(F)cc12	0.3	-8	-0.4	0.5	-1.0	1.9	0	-1.1	-1	0	-2.8
Cc1ccc(C(=O)Nc2c(C(=O)NCc3ccco3)cnn2-c2ccccc2)cc1	-0.8	-2	-0.3	0.5	-2.7	-1.9	-16	-0.6	-1	1	0.3
Cc1ccc2c(c1)NC(=O)C(CC(=O)NCCCN1CCN(c3cc(Cl)ccc3C)CC1)O2 (configuration not stated)	-0.7	-17	0.5	-2.5	-3.1	-2.3	-18	-1.2	-2	-25	-2.3
CNC(=O)C1CC(=O)N(c2ccc(C)cc2)C1 (configuration not stated)	-0.6	-5	0.0	1.5	-0.7	-0.8	2	-1.2	-1	-1	0.8
CC(NC(=O)c1ccccc1)C(=O)NC1CCCc2ccccc21 (configuration not stated)	1.2	3	0.1	0.6	0.7	2.3	5	-0.2	1	-3	-1.2
COc1cc(/C=C2\C(=N)N3N=CSC3=NC2=O)ccc1OS(=O)(=O)c1ccccc1	-0.2	-2	-0.3	0.6	-1.3	-1.7	-11	-1.3	-2	-4	-2.2
CN(CC(=O)N1CCN(c2cccc(Cl)c2)CC1)S(=O)(=O)c1cnc[nH]1	-0.4	3	-0.7	-1.4	-0.3	-2.8	-14	-0.5	-2	0	0.4
COc1ccccc1NC(=O)C1C2CCCCC21 (configuration not stated)	-0.3	-1	0.1	-0.5	1.9	0.0	-1	-0.2	-2	-1	-2.0
CC1(C)NC(=O)N(c2ccccc2Cl)C1(C)NO (configuration not stated)	-0.6	6	0.1	2.4	1.7	-0.5	7	-1.1	4	3	1.9
Cc1ccc(Oc2ccc(NC(=O)CCC(=O)OCC(=O)c3cccs3)cc2)cc1C	-0.8	3	-0.8	4.5*	4.6	0.7	-7	-1.8	0	18	1.2
COc1cc(C=O)ccc1OCCSc1ccc(C)cc1	-0.6	-9	-0.1	0.5	5.6	1.3	-1	-0.9	-1	-1	2.4
Cc1ccc(OCCC(=O)OCC(=O)NCCc2ccccc2)cc1	0.3	1	0.4	0.9	-0.4	-1.3	-8	-1.4	-2	-4	2.4
Cc1ccc(-c2nnn(C(C)C(=O)N3c4ccccc4CCc4ccccc43)n2)cc1 (configuration not stated)	-0.8	0	-0.3	-0.3	1.9	-1.1	-22	-1.5	-1	-7	-3.5
CC(C)(C)OC(=O)N1CCNc2ccccc2C1	-0.4	5	0.8	-1.5	-0.9	0.8	13	-0.7	-2	0	0.5
O=C(CCSc1ccccc1)Nc1nc2c(s1)COc1ccccc1-2	-0.2	-2	0.7	0.9	-2.6	-1.2	-13	-0.6	-1	-2	1.6
Cc1ccc(C)c(NC(=O)C2(C)CCN2C(=O)C(C)C)c1 (configuration not stated)	0.4	-3	-0.6	x	-0.2	-1.7	5	-1.7	-2	-1	-1.3
Cn1c(CNC(=O)c2ccccc2)nnc1SCC(=O)N1CCN(c2ccccc2)CC1	-0.6	5	-0.3	-1.0	0.4	-0.8	0	-1.5	-1	-3	1.8
O=C(COC(=O)c1cc(Cl)ccc1O)NCCNC(=O)COC(=O)c1cc(Cl)ccc1O	0.2	-3	4.5	-1.9	2.1	-0.1	-1	-0.8	3	-3	0.0
CCCc1nnc(NC(=O)CCC(=O)Nc2ccc(Br)cc2)s1	0.6	-2	0.2	-0.4	5.0	-0.1	3	-1.1	-1	-3	2.8
O=C(CC(NCc1ccccn1)C(=O)O)Nc1ccccc1Cl (configuration not stated)	-0.3	-1	-0.2	-0.3	0.6	-2.2	9	-1.0	-5	-3	0.1
O=C(CNCC1CCCO1)Nc1ccccc1N1CCOCC1 (configuration not stated)	0.3	6	0.3	-0.3	-1.0	-0.9	-5	-1.2	1	1	-0.1
CC(Oc1ccc(Br)cc1)C(=O)N1CCc2ccccc21 (configuration not stated)	-0.7	-11	0.3	-0.5	1.5	-0.9	-9	-1.4	-5	2	0.7
COc1ccc(C(=O)NCCNc2ncc(C(F)(F)F)cc2Cl)cc1[N+](=O)[O-]	-1.9	-9	0.5	1.3	-2.9	-3.9	-16	-1.4	1	-3	1.1
COC(=O)c1cc(OC)c(OC)cc1NCC(=O)Nc1cccc(C(F)(F)F)c1	-0.4	-2	1.1	-0.2	-3.8	0.1	-11	-1.6	-2	-9	0.1

Pulled by compound from the list above, 3 records:
SMILES	DAX1 inh-1	GC-B act	proKLK7 act	DAX1 inh-2	hgDAF-12 ag	hcDAF12 agonist	sPLA2-III inh	ssDAF12 agonist	SMARCA2 activ	GC-A act	FXN GAA850 act
O=C(CC(NCc1ccccn1)C(=O)O)Nc1ccccc1Cl (configuration not stated)	-0.3	-1	-0.2	-0.3	0.6	-2.2	9	-1.0	-5	-3	0.1
O=C(CNCC1CCCO1)Nc1ccccc1N1CCOCC1 (configuration not stated)	0.3	6	0.3	-0.3	-1.0	-0.9	-5	-1.2	1	1	-0.1
CC1(C)NC(=O)N(c2ccccc2Cl)C1(C)NO (configuration not stated)	-0.6	6	0.1	2.4	1.7	-0.5	7	-1.1	4	3	1.9

The results go on:
SMILES	DAX1 inh-1	GC-B act	proKLK7 act	DAX1 inh-2	hgDAF-12 ag	hcDAF12 agonist	sPLA2-III inh	ssDAF12 agonist	SMARCA2 activ	GC-A act	FXN GAA850 act
CC1CCCCN1CCNC(=O)c1ccc2c(c1)N(Cc1cccc(Cl)c1)C(=O)c1ccccc1S2=O (configuration not stated)	0.1	-5	0.1	0.8	0.3	-2.0	-1	-0.1	3	-1	-7.9
CN(C)S(=O)(=O)c1ccc(N2CCCC2)c(C(=O)Nc2ccc(C(N)=O)cc2)c1	1.2	12	-0.3	1.4	3.9	2.7	-2	-1.1	0	9	-0.9
CCCn1c(C)cc(/C=C(\C#N)C(=O)OCC(=O)N(CC)c2c(N)n(Cc3ccccc3)c(=O)[nH]c2=O)c1C	1.6	4	1.4	0.6	1.6	-1.1	-7	-1.2	0	1	0.4
Cc1ccc(CNC(=O)c2ccccc2N(C)S(C)(=O)=O)cc1	-0.7	6	-0.4	x	-3.9	0.8	4	-1.0	-2	0	4.2
CCOC(=O)N/N=C/c1cn(CCCOc2ccccc2)c2ccccc12	0.1	-10	-0.5	-2.1	5.8	-0.6	-18	-1.1	-3	-6	2.7
Cc1ccccc1N1CCN(C2CCCN(C(=O)CN3CCCC3=O)C2)CC1 (configuration not stated)	0.5	8	-0.4	1.0	-0.7	-1.4	7	-0.9	-1	6	-0.8
COc1ccc(N(Cc2cc3cc(OC)ccc3[nH]c2=O)S(=O)(=O)c2ccc(NC(C)=O)cc2)cc1	-1.1	-2	-4.6	-4.4	-7.7	-3.0	-27	-1.2	-4	4	-11
Cc1cccc(-n2c(SCC(=O)N3CC(=O)Nc4ccccc43)nc3ccccc3c2=O)c1C	-1.5	-17	-0.7	-2.1	-5.0	-3.1	-5	-2.6	1	-25	-1.6
CCC(C)c1ccc(NC(=S)Nc2ccc(OC)c(OC)c2)cc1 (configuration not stated)	-0.4	3	0.2	1.0	-1.3	-1.8	5	-1.0	0	8	-3.5
CCOC1=C2CN(S(=O)(=O)c3ccc(C)cc3)[C@H](c3ccccc3)C[C@@H]2N(S(=O)(=O)c2ccc(C)cc2)[C@H](c2ccccc2)C1	-0.3	4	0.1	x	0.9	0.1	7	-0.5	-1	4	x
O=C(CSCc1c(F)cccc1Cl)NCc1ccncc1	-1.4	0	0.3	2.3	-0.4	-0.2	-1	-1.2	4	2	-0.4
COc1cccc(C(=O)Nc2nnc(-c3ccc(OC)cc3OC)s2)c1	0.0	2	0.5	2.1	1.9	-3.0	1	-0.6	-1	2	0.3
COc1ccccc1C(C)NCC(=O)NCC(=O)Nc1ccc(F)c(F)c1F (configuration not stated)	0.6	3	0.0	-0.2	-0.1	-0.1	3	-0.7	0	1	-1.9

Compound activity: PubChem, several laboratories
